Screening results (PubChem BioAssay)
TRPC6 activator: activators of mouse TRPC6 channel. Q61143. 310,000 tested, 0.13% active. HEK293-TRPC6 membrane potential dye fluorescence; stronger effect = higher value. AID 2550. B-score at 10 µM;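 active = B-score of the integrated fluorescence ratio above library mean plus 3 SD, and starting fluorescence ratio within library mean plus 5 SD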;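 also: higher score means more depolarization so channel activation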
HDAC3 inhib: human HDAC3 inhibition. 320,000 tested, 0.15% active. AID 2718. inhibition, % at 8.3 µM. recombinant HDAC3, fluorogenic peptide/trypsin coupled, fluorescence. O15379; in the data active = inhibition above about 26%, passing the limit was not always enough
RGS4 inh: human RGS4 inhibition | B-score at 10 µM | 310,000 tested, 0.45% active | P49798 | HEK293 M3R/RGS4 inducible, Fluo-4 calcium flux; stronger effect = higher value; triggered by carbachol at its EC20;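 active = B-score, a plate-corrected calcium signal, over three deviations above library mean, with baseline fluorescence within five deviations of library mean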;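 also: RGS4 expression induced by doxycycline in cells with stable M3 receptor; B-score is computed from the integrated fluorescence ratio over baseline after carbachol; higher B-score means a larger calcium signal and so more RGS4 inhibition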
ANO1 block: mouse TMEM16A channel inhibition, primary screen; Q8BHY3; HEK293 TMEM16A/YFP iodide influx fluorescence, ionomycin; normalized B-score (activity score, 25-100; higher = stronger inhibition) at 10 µM; 310,000 tested, 1.2% active; AID 588511;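 active = ratio plate-corrected score three or more library SD toward inhibition, starting fluorescence score within five deviations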;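 also: score derived from kinetic fluorescence span divided by baseline fluorescence per well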
RGS4 pot: RGS4 potentiation or activation | HEK293 M3R/inducible RGS4, carbachol calcium flux Fluo4; stronger effect = lower value | B-score at 10 µM | 310,000 tested, 0.92% active | AID 463111;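 active = B-score of the integrated calcium signal more than 4 SD below the library mean, with starting fluorescence not abnormally high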;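 also: negative B-score means reduced calcium response which marks RGS4 activation or potentiation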
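Reagent: ECmax carbachol challenge; Test system: M3R-expressing HEK293 line, RGS4 induced by doxycycline; Schedule: overnight RGS4 induction, 30 min dye load 37 °C, 20 min compound RT; Detection: calcium dye Fluo4 fluorescence; Read-out: Agonist-evoked peak-minus-minimum fluorescence over baseline, integrated ratio, B score.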
ANO1 activ: activators or potentiators of mouse TMEM16A chloride channel. Q8BHY3. HEK293 TMEM16A/YFP-H148Q/I152L, iodide quench fluorescence; stronger effect = lower value. B-score at 10 µM. 340,000 tested, 0.3% active. AID 623877;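 active = fluorescence-ratio B-score plate-corrected deviation score at least 3 library SD below zero, with starting fluorescence score within 5 deviations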;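 also: channel opened by trigger with iodide after compound preincubation; score built on the fluorescence ratio of max minus min over baseline; more negative score means more quench and so TMEM16A activation or potentiation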
MrgX1 PAM: allosterically activates human MrgX1 receptor signaling; Q96LB2; MrgX1-HEK293, Fluo-4 calcium flux, FDSS; stronger effect = higher value; B-score at 10 µM; 310,000 tested, 0.63% active; AID 588675;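 active = plate-corrected calcium response at least 3 library SD above typical, normal starting fluorescence, not activating the receptor alone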;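 also: compound read alongside a low EC10 to EC30 dose of BAM8-22 agonist; peak minus trough fluorescence over baseline measured at the second addition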
TRPC6 inh: mouse TRPC6 channel inhibition; Q61143; HEK293-TRPC6, membrane potential dye, ACh-evoked depolarization; stronger effect = lower value; B-score at 10 µM; 310,000 tested, 1.1% active;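 active = B-score under library mean minus 3 SD, initial fluorescence not abnormally high, positive integrated signal ratio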;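 also: B-score derived from integrated fluorescence ratio over the kinetic read; more negative B-score means stronger inhibition of depolarization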
SKKanGAS inh: blocks kanamycin growth of S. pyogenes SKKanGAS strain; BacTiter-Glo, 6 h; inhibition, % at 7.5 µM; 300,000 tested, 1.3% active; AID 1662;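 active = mean replicate score, as percent of positive control median, at least 50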;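 also: strain carries kanamycin resistance gene driven by streptokinase promoter and grows in 40 µg/ml kanamycin; loss of luminescence reflects streptokinase promoter inhibition or plain growth inhibition; 0% = median of DMSO wells and 100% = positive control at its reference dose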
MrgX1 antagonist: human MrgX1 receptor antagonism, primary screen. 310,000 tested, 1.3% active. AID 588676. MRGX1-HEK293 calcium flux, Fluo-4, BAM8-22 antagonism; stronger effect = lower value. B-score at 10 µM;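 active = calcium-response B-score plate-corrected more than 3 library SD below zero, starting fluorescence within 5 deviations, no agonist response on first addition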;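 also: peak minus trough fluorescence over baseline after final BAM8-22 challenge near maximal dose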
MrgX1 ag: human MrgX1 receptor agonism, primary screen. Q96LB2. MrgX1-HEK293 cells, Fluo-4 calcium fluorescence, agonist mode; stronger effect = higher value. B-score at 10 µM. 310,000 tested, 0.44% active. AID 588627;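 active = calcium response B-score plate-corrected fluorescence ratio at least 3 library SD, with starting fluorescence B-score inside 5 SD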
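Test system: HEK293 cells stably expressing human MrgX1 receptor; Input: fifteen thousand cells per well; Dosing: compound delivered in addition one of three; Schedule: overnight seeding, then 1 h dark dye loading; Technique: Fluo-4 NW calcium fluorescence; Measure: B-scored fluorescence response ratio; Controls: positive and negative controls per plate.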
Starred values were filed as active, the others as inactive; i = inactive; x = not tested or not shown.

SMILES | TRPC6 activator | HDAC3 inhib | RGS4 inh | ANO1 block | RGS4 pot | ANO1 activ | MrgX1 PAM | TRPC6 inh | SKKanGAS inh | MrgX1 antagonist | MrgX1 ag
Cc1ccc2cc(CCNC(=O)c3ccc4c(c3)OCO4)c(=O)[nH]c2c1 | i | 17.6 | i | i | i | i | i | i | -10.3 | i | i
O=S(=O)(c1ccc(F)cc1)n1cnc2ccccc21 | i | 1.0 | i | i | i | i | i | i | 4.1 | i | i
CC(=O)OCCNc1cc(SC(C)C)c2nonc2c1[N+](=O)[O-] | i | 2.6 | i | i | i | i | i | i | x | i | i
COc1cc(Cl)ccc1OCc1cc(C(=O)N2CCC(N(C)C)C2)no1 (stereo not drawn) | i | -0.1 | i | i | i | i | i | i | 1.2 | i | i
S=c1[nH]nc(-c2ccccc2Br)n1Cc1ccccc1 | i | -2.3 | i | i | i | i | i | i | -14.7 | i | i
Cc1cccc(Nc2ccc3nonc3c2[N+](=O)[O-])c1C | i | -0.7 | i | i | i | i | i | i | 1.6 | i | i
CC(C(Sc1ccccc1N)c1ccccc1)[N+](=O)[O-] (stereo not drawn) | i | 5.6 | i | i | i | i | i | i | 4.5 | i | i
Cn1cnnc1Sc1ccc(C(=O)OCC(=O)NC2CC2)cc1[N+](=O)[O-] | i | x | i | x | i | i | x | i | x | x | x
COc1ccc(N(C)C(=O)CN(C)S(=O)(=O)c2ccc3c(c2)c(=O)n(C)c(=O)n3C)c(OC)c1 | i | 6.4 | i | i | i | i | i | i | -2.0 | i | i
Cc1ccc([N+](=O)[O-])c(OCC(=O)OCC(=O)c2ccccc2)c1 | i | -2.2 | i | i | i | i | i | i | -1.8 | i | i
COc1cc(OC)c(NC(=O)c2c(-c3ccccc3)noc2C)cc1Cl | i | 2.2 | i | i | i | i | i | i | 3.3 | i | i
CCN1CCN(C(=S)c2ccc(Br)cc2)CC1 | i | 3.3 | i | i | i | i | i | i | -2.8 | i | i
O=C(O)c1ccc(N2CCCC2=O)cc1 | i | -3.5 | i | i | i | i | i | i | -1.6 | i | i
COc1ccc(CNC(=O)c2cnc3n(c2=O)CCS3)cc1 | i | 9.6 | i | i | i | i | i | i | -4.5 | i | i
O=S(=O)(Nc1cccc(-c2cn3c(n2)SCC3)c1)c1cccs1 | i | 11.6 | i | i | i | i | i | i | 7.0 | i | i
C=CCn1c(=O)/c(=C/c2ccc(C)o2)s/c1=C(/C#N)C(=O)c1ccccc1 | i | 10.6 | i | i | i | i | i | i | 5.8 | i | i
CCOC(=O)C(Sc1cc(-c2ccccc2)nc2ncnn12)C(C)=O (stereo not drawn) | i | 9.2 | i | i | i | i | i | i | -4.0 | i | i
Cc1cc(C)n(-c2ccc(C(=O)NCc3ccc4c(c3)OCO4)cc2)n1 | i | 4.1 | i | i | i | i | i | i | -6.2 | i | i
O=C(CCCN1CCN(c2ccccn2)CC1)c1ccc(F)cc1 | x | 10.6 | x | i | x | i | i | x | x | i | i
Clc1ccc(-n2nnnc2SCc2c(-c3ccccc3)nc3sccn23)cc1 | i | 9.4 | i | i | i | i | i | i | 10.6 | i | i
COc1cc(CC(=O)OC2CCOC2=O)cc(OC)c1OC (stereo not drawn) | i | -0.8 | i | i | i | i | i | i | -3.8 | i | i
CCOC(=O)c1c(-c2ccccc2)csc1NC(=O)CSc1nnnn1C | i | -8.2 | i | i | i | i | i | i | 2.5 | i | i
CC(=O)NCCn1c(SCC(=O)c2ccccc2)nc2ccccc2c1=O | i | -2.8 | i | i | i | i | i | i | 8.2 | i | i
CCN(Cc1ccncc1)C(=O)C(CO)c1ccccc1 (stereo not drawn) | i | -4.8 | i | i | i | i | i | -5.66* | -2.7 | i | i
CN1CCN(C(=O)C2(NC(=O)Nc3cccc(F)c3)CCCCC2)CC1 | i | -5.0 | i | i | i | i | i | i | 8.9 | i | i

Next part.
SMILES | TRPC6 activator | HDAC3 inhib | RGS4 inh | ANO1 block | RGS4 pot | ANO1 activ | MrgX1 PAM | TRPC6 inh | SKKanGAS inh | MrgX1 antagonist | MrgX1 ag
O=C(CSCc1ccc(Cl)cc1)NCc1ccc2c(c1)OCO2 | i | -0.2 | i | i | i | i | i | i | -3.8 | i | i
COc1cccc(C(=O)N2CCN(Cc3nc(CC4CC4)no3)CC2)c1 | i | -1.0 | i | i | i | i | i | i | 10.2 | i | i
CCCC(N)CCCCCC(=O)O (stereo not drawn) | i | x | i | x | i | i | x | i | -7.5 | x | x
CCn1c(=O)n(CC)c2cc(N3CCCC3)c(NC(=O)c3ccc(OC)c(Br)c3)cc21 | i | 1.9 | i | i | i | i | i | i | 7.1 | i | i
O=C(O)CCCn1nc(-c2ccccc2)c2ccccc21 | i | -8.6 | i | i | i | i | i | i | -8.7 | i | i
CN1CCN(NC(=O)c2ccc(COc3ccccc3Br)o2)CC1 | i | -12.8 | i | i | i | i | i | i | -6.0 | i | i
CC(OC(=O)c1cc(-c2cccnc2)nc2ccccc12)C(=O)Nc1ccc2ccccc2c1 (stereo not drawn) | i | 7.0 | i | i | i | i | i | i | 17.1 | i | i
COc1ccc(CN(C)C(=O)c2cc(-c3ccc(C)cc3C)nc3ccccc23)c(OC)c1OC | i | 5.3 | i | i | -11.6* | i | i | i | 8.5 | i | i
COc1ccccc1-n1c(C)cc(SC)c(C(C)=O)c1=S | i | x | i | i | i | i | i | i | 0.4 | i | i
CC(C)c1nnc(SCC(=O)NC2CCCC2)n1C | i | -2.3 | i | i | i | i | i | i | 13.5 | i | i
c1ccc2c(c1)[nH]c1c(N3CCC4(CC3)OCCO4)ncnc12 | i | -3.8 | i | i | i | i | i | i | 7.3 | i | i
Cc1ncn(C23CC4CC(CC(O)(C4)C2)C3)n1 | i | 1.0 | i | i | i | i | i | i | -1.0 | i | i
O=C(CSc1ccsc1[N+](=O)[O-])N1CCN(c2ccccn2)CC1 | i | -12.8 | i | i | i | i | i | i | -4.1 | i | i
O=C(CCNC(=O)Cn1ccc2ccccc2c1=O)NCCN1CCN(c2ccccc2F)CC1 | i | -0.9 | i | i | i | i | i | i | 1.2 | i | i
COc1cc(Cl)ccc1OCc1cc(C(=O)N2CCCCC2c2cccnc2)no1 (stereo not drawn) | i | -9.9 | i | i | i | i | i | i | -1.0 | i | i
O=C(NC1CCCC1)c1ccc(CN2CCOCC2)cc1 | i | -4.8 | i | i | i | i | i | i | -0.4 | i | i
COc1ccc(C2C=C(c3ccc(Br)s3)Nc3ncnn32)cc1OC (stereo not drawn) | i | 1.6 | i | i | i | x | i | i | 20.0 | i | i
Cc1ccc(NC(=O)CCn2cc(C(F)(F)F)ccc2=O)cc1 | i | -2.2 | i | i | i | i | i | i | 0.5 | i | i
C=CCN1C(=NC(=O)CCC)SC2CS(=O)(=O)CC21 (stereo not drawn) | i | -0.9 | i | i | i | i | i | i | 8.1 | i | i
CC1CN(C(=O)N[C@@H](Cc2ccccc2)C(=O)O)CC(C)O1 (stereo partly drawn) | i | 13.0 | i | i | i | i | i | i | -2.5 | i | i
COc1ccc(N(Cc2ccccc2)S(=O)(=O)c2cc(C(=O)O)ccc2Cl)cc1 | 24.9* | 3.6 | i | i | i | i | i | i | -0.2 | i | i
CCN(CC)CCOc1ccccc1OC | i | -2.2 | i | i | i | i | i | i | 14.3 | i | i
O=C1c2cccc3cccc(c23)C(=O)N1c1cccc(O)c1 | i | 1.9 | i | i | i | x | i | i | -0.1 | i | i
CC(C)(C)NC(=O)COC(=O)c1ccccc1NC(=O)c1ccco1 | i | 2.8 | i | i | i | i | i | i | 9.3 | i | i
COc1ccccc1CNC(=O)N1CCN(S(=O)(=O)c2ccc(C)cc2)CC1 | i | -0.6 | i | i | i | i | i | i | -1.6 | i | i

Other structures:
SMILES | TRPC6 activator | HDAC3 inhib | RGS4 inh | ANO1 block | RGS4 pot | ANO1 activ | MrgX1 PAM | TRPC6 inh | SKKanGAS inh | MrgX1 antagonist | MrgX1 ag
COc1ccc(CN2CCC(CO)(Cc3ccccc3)CC2)cc1Cn1cccn1 | i | -2.9 | i | i | i | i | i | i | 0.5 | i | i
C=CCN1C(=O)c2cccc3c(N4CCCCC4)ccc(c23)C1=O | i | -8.9 | i | i | i | i | i | i | 8.4 | i | i
CC(C)c1ccc(S(=O)(=O)N2CCN(C(=O)c3ccco3)CC2)cc1 | 11.7* | 2.7 | i | i | i | i | i | -11.3* | 5.9 | i | i
Cc1ccc(C(=O)NCc2ccc(Cl)cc2)o1 | i | -5.1 | i | i | i | i | i | i | 0.6 | i | i
COc1ccc(-c2cc(C(F)(F)F)nc(-n3ccnc3)n2)cc1 | i | -2.3 | i | i | i | i | i | i | 3.2 | i | i
CCCCC(=O)Nc1ccc(C(=O)NNC(=O)CCCOc2ccc(Cl)cc2Cl)cc1 | i | 8.5 | i | i | i | i | i | i | 0.7 | i | i
COC(=O)CN1C(=O)[C@H]2[C@@H](C3CC3)N3C(=O)CN(Cc4ccccn4)C(=O)[C@@]3(Cc3ccccc3)[C@H]2C1=O | i | -3.2 | i | i | i | i | i | i | 0.3 | i | i
O=C(COc1ccc(C(=O)c2ccccc2)cc1)NCc1ccc(F)cc1 | i | 1.9 | i | i | i | i | i | i | -5.9 | i | i
CC(=O)Oc1cccc(C(=O)Nc2cccc(C(=O)Nc3ccccc3C(=O)O)c2)c1 | i | 5.3 | i | i | i | i | i | i | 3.4 | i | i
COC(=O)c1ccc(S(=O)(=O)NC(C)(C)C)n1C | i | -6.8 | i | i | i | i | i | i | -2.0 | i | i
O=c1oc2ccc(Cl)cc2nc1/C=C(\O)c1cccs1 | i | 3.0 | i | i | i | i | i | i | -0.6 | i | i
NNc1ccc(S(=O)(=O)N2CCCCC2)cn1 | i | 0.6 | i | i | i | i | i | i | x | i | i
CCC(C)[C@H](NC(=O)N1CC(=O)Nc2ccccc21)C(=O)N[C@H](Cc1c[nH]c2ccccc12)C(=O)O (stereo partly drawn) | i | 2.1 | i | i | i | i | i | i | 1.3 | i | i
CCOC(=O)c1ccccc1NC(=O)c1cn(-c2ccc(OC)cc2)c(=O)c2ccccc12 | i | 2.4 | i | i | i | i | i | i | 24.4 | i | i
Cn1cc(CN2CCCC(CO)C2)c(-c2ccc(Oc3ccccc3)cc2)n1 (stereo not drawn) | i | 1.0 | i | i | i | i | i | i | 5.5 | i | i
COc1ccc(Br)cc1CNC(=O)CN1C(=O)C(c2ccccc2)Oc2cccnc21 (stereo not drawn) | i | -1.0 | i | i | i | i | i | i | 9.3 | i | i
Nc1nc(SCC(=O)NC2CCCCCC2)[nH]c(=O)c1-c1ccccc1 | i | 7.3 | i | i | i | i | i | i | 8.0 | i | i
COc1cc(/C=C/C(=O)NCCN2CCOCC2)cc(OC)c1OC | i | -7.7 | i | i | i | i | i | i | -11.8 | i | i
